Compound activity: PubChem, several laboratories
m5-HT2A agonist: activates the mouse 5-HT2A serotonin receptor | CHO-K1 mHTR2A beta-arrestin complementation, luminescence; percent of 30 µM serotonin response | AID 624169 | P35363 | activation, % at 7.6 µM | actives 0.66% (n = 360,000);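 active = activation above a run cutoff, the mean activation of all tested compounds plus 3 SD, cut at about 14% in these data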;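 also: 0% = plate median of compound wells and 100% = 30 µM serotonin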
MC4R barr agon: activates human MC4R beta-arrestin recruitment; U2OS MC4R beta-arrestin complementation, luminescence; percent of melanotan II response, DMSO zero; activation, % at 8.9 µM; actives 0.98% (n = 360,000); AID 540308;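 active = activation above a per-plate cutoff, the mean activation of sample wells on that plate plus 3 SD, cut at about 8% in these data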
H9c2 protect: protects H9c2 cardiomyocytes from peroxide injury; H2O2 injury protection, ATPLite, 2 h; protection from H2O2 cell death, % at 20 µM; actives 0.63% (n = 360,000);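 active = compounds giving at least 50% protection of heart cells from peroxide-induced death in the single-dose screen, raw or plate-pattern-corrected value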;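 also: 0% = DMSO wells with peroxide and 100% = DMSO wells without peroxide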
aDG glyco act: increases alpha dystroglycan glycosylation | actives 0.22% (n = 360,000) | Pro5-aDG cells, alpha-DG glycosylation AlphaScreen (IIH6); 0% Pro5, 100% B10-LARGE cell signal | AID 624168 | activation, % at 10 µM;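 active = activation of at least 8% versus controls, or a plate z-score of at least 8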;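 also: Pro5 are CHO cells carrying HIG-tagged alpha-DG that lacks glycosylation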
Vif imaging: HIV Vif inhibition | inhibition, % at 7.49 µM | actives 0.35% (n = 340,000) | AID 602346 | HEK293T cells, Vif self-association by quenched fluorescence, imaging, 24 h; in the data active = inhibition above about 50%, passing the limit was not always enough; also: some results filed as inactive read as strong as hits
ABCB6 inh MLPCN: human ABCB6 transporter inhibition; Q9NP58; K562-ABCB6 porphyrin accumulation, flow cytometry, 1 h; active compounds read low; fluorescence ratio to DMSO, % at 10 µM; actives 0.19% (n = 360,000); AID 602162;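 active = fluorescence ratio to DMSO below 75%, the collection mean minus 3 SD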;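 also: signal is porphyrin accumulated inside mitochondria; 100% equals median channel fluorescence of DMSO control wells; lower ratio means ABCB6 inhibition with less porphyrin fluorescence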
Target sequence (Q9NP58 whole entry, looked up): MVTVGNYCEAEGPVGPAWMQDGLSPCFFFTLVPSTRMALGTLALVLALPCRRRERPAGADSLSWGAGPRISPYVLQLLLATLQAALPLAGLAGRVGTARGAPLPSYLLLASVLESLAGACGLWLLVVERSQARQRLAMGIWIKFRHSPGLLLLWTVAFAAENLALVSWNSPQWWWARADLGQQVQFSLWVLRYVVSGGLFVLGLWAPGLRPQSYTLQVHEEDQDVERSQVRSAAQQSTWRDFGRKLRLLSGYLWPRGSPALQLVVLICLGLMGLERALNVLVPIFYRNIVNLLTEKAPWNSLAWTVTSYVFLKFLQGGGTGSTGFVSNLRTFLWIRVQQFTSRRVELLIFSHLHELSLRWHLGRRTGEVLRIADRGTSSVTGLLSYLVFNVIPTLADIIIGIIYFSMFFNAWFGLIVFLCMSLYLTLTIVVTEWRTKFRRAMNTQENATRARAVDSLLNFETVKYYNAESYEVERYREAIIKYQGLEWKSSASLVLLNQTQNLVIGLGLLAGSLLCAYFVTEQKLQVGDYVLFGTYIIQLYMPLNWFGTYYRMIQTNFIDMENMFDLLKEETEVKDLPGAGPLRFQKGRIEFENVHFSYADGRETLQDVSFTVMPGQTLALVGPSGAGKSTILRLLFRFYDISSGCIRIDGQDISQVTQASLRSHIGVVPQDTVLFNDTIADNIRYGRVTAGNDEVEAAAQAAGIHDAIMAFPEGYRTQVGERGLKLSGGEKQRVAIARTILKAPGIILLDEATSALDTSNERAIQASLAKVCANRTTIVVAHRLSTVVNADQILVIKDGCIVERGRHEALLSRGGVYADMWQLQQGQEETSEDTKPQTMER
Glyco luc inh: N-linked glycosylation inhibition | D54 ERlucT glycosylation luciferase reporter, 24 h; percent of 100 nM tunicamycin response | reporter increase, % at 12.5 µM | actives 0.23% (n = 360,000) | AID 588692;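 active = mean luciferase reporter signal, scaled so untreated is 0 and the glycosylation-blocking control 100, at or above a set limit in every replicate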;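 also: luciferase carries N-glycosylation sites so blocking glycosylation raises the light; 0% = median of neutral control wells and 100% = median of 100 nM tunicamycin wells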
MC4R antag cAMP: human MC4R antagonism in cAMP assay. P32245. AID 540295. inhibition, % at 6.5 µM. MC4R-expressing cells, MTII-stimulated cAMP, LANCE TR-FRET. actives 0.48% (n = 360,000);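 active = inhibition above its plate's cutoff, the mean of tested wells on that plate plus 3 SD, cut at about 29% in these data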;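 also: 0% = Melanotan II alone and 100% = Melanotan II plus saturating MCL0020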
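Material: U2OS-MC4R stable cell line | Reagent: Melanotan II challenge after compound preincubation | Doses: One concentration, 6.5 µM nominal | Incubation: 30-min compound preincubation, 1-h Melanotan II challenge, 1-h detection, room temperature | Signal: TR-FRET cAMP assay | Replicates: One well per compound, no replicates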
CaV13 ICDI inh: Disruptors of the CACNA1D IQ motif to Ca2+-dependent inactivation inhibitor domain association, primary screening, Förster resonance energy transfer in intact living …; HEK cells, CFP/YFP FRET ICDI-IQ, plate reader, 10 min; percent FRET-ratio fall versus neutral wells; inhibition, % at 12.3 µM; actives 0.098% (n = 340,000); AID 743397;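 active = mean replicate inhibition of at least 30% and at least 1% of replicates passing that level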;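 also: 0% = median of the neutral control wells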
PDI inh: PDI (human) enzyme inhibition; P07237; PDI insulin aggregation turbidity, A650, 90 min; inhibition, % at 10 µM; actives 0.052% (n = 350,000); AID 588391;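 active = mean inhibition across replicates of 30% or more, whatever share of single replicates reach that level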;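 also: absorbance from insulin aggregation driven by PDI reduction with DTT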
Active calls of the source: *; . = not tested or not shown. Rows are unselected, and some 3.6% of all compounds hit somewhere here.

The line under a structure holds: m5-HT2A agonist	MC4R barr agon	H9c2 protect	aDG glyco act	Vif imaging	ABCB6 inh MLPCN	Glyco luc inh	MC4R antag cAMP	CaV13 ICDI inh	PDI inh
> Cc1nn(-c2ccccc2)c(N)c1N=Nc1cccc(S(=O)(=O)N2CCOCC2)c1
→ -5	-2.0	-1	0.7	-13	96	19	-2	-4	0
> CCOC(=O)Cn1c(=O)oc2cc(S(=O)(=O)NC(C)(C)CC)ccc21
→ -4	1.4	0	-0.2	0	102	-1	12	-1	-1
> COc1cc(-c2nnc(COC(=O)CSc3cc(C)c4ccccc4n3)o2)cc(OC)c1OC
→ -2	-1.2	23	0.1	.	99	0	3	-5	13
> COc1ccc(C(=O)N/N=C\c2ccc(OC)c(COc3ccccc3Br)c2)c(OC)c1
→ 4	1.0	-4	-0.2	0	98	3	3	-6	-1
> O=C(c1cc2ccccc2o1)N1CC=C(c2ccccc2)CC1
→ -8	3.7	-9	-0.2	-10	98	0	16	-5	-5
> CCOC(=O)N1CCN(C(=O)CN(c2ccc(OC)cc2)S(C)(=O)=O)CC1
→ 0	-2.1	-5	0.1	-2	103	2	13	-7	2
> COc1cc(C(=O)NNC(=S)NC(=O)c2ccccc2C)cc(OC)c1OC
→ -6	-2.6	30	0.3	4	101	-1	7	-4	4
> COc1ccc(CCN(C)c2ncnc3sccc23)cc1OC
→ 6	0.6	-4	0.5	-1	100	-1	15	-4	-2
> CCOCc1nnc(NC(=O)CSc2ccc(C)cc2)s1
→ -7	-1.2	2	0.1	-1	97	2	4	-3	-1
> Cc1cc(C(=O)Nc2cccc(O)c2)co1
→ 3	-1.6	-8	-0.1	2	95	2	-2	.	14
> CC(OC(=O)C(NC(=O)c1ccco1)C(C)C)C(=O)Nc1ncc(Cl)cc1Cl (stereo unspecified)
→ -5	-3.4	-6	2.1	-3	100	1	-5	.	-3
> COc1cccc(CN2CCNC(=O)C2CC(=O)N(C)CC2CCOCC2)c1OC (stereo unspecified)
→ -1	-3.5	0	0.0	1	105	5	10	-3	-1
> CC(=O)Nc1ccc(N/C=C/C(=O)c2ccc(Br)cc2)cc1
→ -1	-0.9	-2	-0.2	5	95	1	-2	.	-4
> O=C(CN1CCN(S(=O)(=O)c2ccc3ccccc3c2)CC1)N1CCc2ccccc2C1
→ -2	1.8	-21	0.9	13	94	3	1	-7	-6
> O=[N+]([O-])c1ccc(NN=Cc2ccccc2O)nc1
→ -23	-2.5	34	0.4	8	109	-14	0	-12	18
> CCCCCCn1cnc2c(oc3nc4c(cc32)CCCC4)c1=O
→ -4	0.4	-9	1.7	6	98	2	-5	-2	-1
> O=C(Nc1ccc(Cl)c([N+](=O)[O-])c1)C(Sc1ccccc1)c1ccccc1 (stereo unspecified)
→ -7	-2.4	-11	1.6	-10	97	-14	5	-3	-7
> COC(=O)c1cn(-c2nc3ccccc3s2)nn1
→ -2	.	.	0.0	.	114	.	.	-11	.
> Cc1ccc(S(=O)(=O)N(C)CC(=O)NCC(c2ccc(F)cc2)N2CCOCC2)cc1 (stereo unspecified)
→ -4	-3.8	-1	0.1	7	97	2	6	-3	7
> CN(CCN1CCOCC1)Cc1nc(-c2cccs2)no1
→ -3	-4.5	0	0.3	-2	98	0	-5	-3	3
> Cc1c(C)c2ccc(OCC(=O)N3CCN(c4ccccc4)CC3)cc2oc1=O
→ 2	-1.0	-7	0.1	-1	96	2	-7	.	-1
> COCC(COS(N)(=O)=O)C(C)C (stereo unspecified)
→ 2	-0.4	1	-0.1	2	101	-1	2	-6	-5
> O=C(COc1ccccc1Cl)NCc1ccco1
→ 0	-1.1	12	-0.2	8	89	1	0	-2	3
> CCc1nc2c(OCCOc3ccc(F)cc3)cccn2c1N(C)C(=O)CC(C)C
→ 9	0.5	-12	0.4	-2	94	-1	2	-13	-7
> CN(C)c1ccc(-c2ccnc3c2CC(C)(C(=O)NCCC(F)(F)F)O3)cc1 (stereo unspecified)
→ -4	-0.2	1	-0.1	.	93	6	4	-4	2
> O=C(NCC(c1cccnc1)N1CCN(c2ccccc2F)CC1)C1CCCCC1 (stereo unspecified)
→ -2	-0.9	-10	-0.1	-5	101	2	1	-7	7
> CCCCC1C2=C(CCCC2=O)OC2=C1C(=O)CCC2
→ 0	-0.3	-2	0.0	-2	96	3	12	-4	-2
> CCCc1cnc(N2CCN(C(=O)c3ccc(F)cc3)CC2)nc1
→ -4	-0.8	-3	0.4	.	83	-2	7	-4	-9
> CC1CCC(NC(=O)CCS(=O)(=O)c2ccc3c(c2)NC(=O)CO3)CC1 (stereo unspecified)
→ 7	-3.2	-5	0.3	0	94	0	3	-3	-7
> CCC(C)Sc1nc(O)cc(=O)[nH]1 (stereo unspecified)
→ -2	-1.9	0	-0.1	4	101	0	5	-8	0
> COc1ccccc1N1CCN(C(=O)c2cc(=O)c3c(C)cc(C)cc3o2)CC1
→ -8	-0.1	-2	0.0	.	92	-1	-3	-14	-2
> COCCN(C(=O)C(C)C)c1nnc(-c2ccc(C(C)(C)C)cc2)s1
→ 2	0.2	-8	0.5	-6	96	1	6	-3	14
> c1ccc(-c2cn3ccccc3n2)cc1
→ 2	0.3	-13	0.1	21	91	-11	7	-6	-2
> CCOn1c(=O)c(-c2ccc(OC)c(OC)c2)[n+]([O-])c2ccccc21
→ 11	-1.9	24	-0.1	19	120	3	8	-4	-11
> O=C(NCc1ccccc1)c1ccc(C(=O)NCc2ccccc2)cc1
→ -2	-0.1	-2	0.4	8	87	-3	9	-6	9
> Cc1ccc(-n2c(SCC(=O)N/N=C/c3ccc(C)s3)nnc2-c2ccccc2)cc1
→ -4	0.4	1	-0.2	-5	99	-2	6	-3	-7
> CCOc1ccc(CCNC(=O)C2(c3ccccc3)CC2)cc1OCC
→ 6	-3.9	4	0.6	-1	95	-2	3	.	-3
> O=C(NCc1ccncc1)Nc1ccc(F)cc1
→ 0	-1.1	22	-0.2	6	100	1	5	.	-28
> O=C(NCCOC12CC3CC(CC(C3)C1)C2)c1cccc(Br)c1
→ -3	0.5	-10	0.6	.	102	-3	2	-9	-6
> CCN(CC)c1ccc2cc(C(=O)c3cccs3)c(=O)oc2c1
→ 5	.	-2	0.0	.	321	2	.	-2	.
> O=C(COc1ccc(S(=O)(=O)NCc2ccccc2)cc1)NCc1cccnc1
→ -3	2.4	1	0.0	-2	96	0	17	-7	8
> Cc1ccc(-c2ccc(CCC(=O)O)n2CC(=O)O)cc1
→ -5	0.8	4	-0.3	-5	98	1	14	.	-3
> Cc1cc(C(=O)NCc2ccccc2)no1
→ -4	-2.5	7	-0.4	40	105	-1	-5	-7	1
> O=C(CN1CCN(c2ncccn2)CC1)N1CCc2ccccc21
→ -7	-0.3	9	-0.2	33	99	-3	2	-4	7
> C/C(=N\NC(=O)c1cccc(S(=O)(=O)Nc2ccccc2Cl)c1)c1ccc(-n2ccnc2)cc1
→ 2	-1.4	4	0.2	-1	101	-1	4	-5	7
> COc1cccc(OC)c1OCCCNC1CCCC1
→ -1	0.5	1	-0.1	9	98	-1	-4	-4	8
> O=[N+]([O-])c1ccc2[nH]nc(-c3ccccc3)c2c1
→ -8	2.7	-6	0.2	-3	101	1	20	-4	0
> CCOc1ccc(-c2noc(-c3cccnc3)n2)cc1OCC
→ 3	1.2	14	0.0	4	100	3	13	-5	10
> COc1ccccc1NC(=O)c1ccc(NC(=O)c2ccc(=O)[nH]c2)cc1
→ 4	-1.2	18	0.5	4	100	-1	6	-3	-1
> COc1cccc(CNC(=O)c2nnn(CC(=O)Nc3ccc4c(c3)OCO4)c2N)c1
→ -3	-1.5	-6	-0.1	-20	79	-1	-1	-7	5
> Cc1ccc(NC(=O)C/C(N)=N/OC(=O)Nc2ccc(C)c(Cl)c2)cc1
→ -5	-0.5	8	-0.5	-1	95	1	2	-2	-7
> C[C@H]1CN=C(N(C)C)N1CCC1CCCCC1
→ 1	-1.8	-11	0.0	-2	90	2	3	-6	-3
> O=C(CN1C(=O)C2CC=CCC2C1=O)NCC(=O)Nc1ccc(F)c(F)c1F (stereo unspecified)
→ 0	-2.0	-2	-0.4	0	102	5	1	-5	3
> CCN(CC)c1ccc(NC(=O)c2ccc(Cl)nc2)cc1
→ 0	-2.2	-22	-0.5	8	94	16	-18	-5	-3
> COc1ccc(C(=O)Oc2cccnc2)cc1
→ -2	-1.0	-2	0.0	7	100	-1	4	-5	6
> Cc1ccc2nc(-c3ccc(C#N)cc3)c(Cc3cccc(Cl)c3)n2c1
→ -8	.	-2	0.3	.	89	1	.	-4	.
> Nc1nc(CSc2ccc(Cl)cc2)nc(N2CCCCC2)n1
→ -4	0.9	-2	0.1	-1	95	-2	1	-5	3
> CCCNS(=O)(=O)c1ccc(OCC(=O)N2CCOCC2)cc1
→ -2	-0.2	4	-0.1	-1	90	0	-2	-9	-7
> O=C(NNC(=O)c1ccccc1[N+](=O)[O-])c1csc(N2CCOCC2)n1
→ -7	-3.5	6	0.2	13	100	2	-1	-7	-5
> COC(OC)c1ccnc(-c2ccc(OC(C)=O)cc2)n1
→ 4	-3.0	-5	0.0	0	93	1	9	-7	5

(listing goes on)
The line under a structure holds: m5-HT2A agonist	MC4R barr agon	H9c2 protect	aDG glyco act	Vif imaging	ABCB6 inh MLPCN	Glyco luc inh	MC4R antag cAMP	CaV13 ICDI inh	PDI inh
> COc1ccc(/C=C(\C#N)C(=O)NCc2ccccc2)cc1
→ 1	0.3	-4	0.1	-4	100	4	10	-2	-3
> COc1ccc(C(=O)NNC(=S)NC(=O)c2ccc(F)cc2)cc1Br
→ 0	-6.6	30	0.0	-3	96	1	9	-4	2
> COc1ccc(NC(=O)C2CCCN2S(=O)(=O)c2cccc3cccnc23)cc1OC (stereo unspecified)
→ -5	0.5	2	0.4	24	113	1	-6	-6	5
> COC(=O)c1ccc(-n2c(C)ccc2-c2ccccc2)cc1
→ 0	0.9	-10	-0.1	-1	104	-2	0	-8	-7
> Cc1ccc(C(=O)Nc2ccon2)cc1S(=O)(=O)N1CCCCCC1
→ -2	-1.8	1	0.3	-13	99	1	5	-4	-3
> O=C(N/N=C/c1ccco1)c1ccncc1
→ 0	-0.2	3	-0.2	23	107	1	0	-8	18
> Cc1cc(C)c2cc(CN(Cc3nnnn3Cc3ccc(F)cc3)C3CCCC3)c(=O)[nH]c2c1
→ 2	1.5	16	0.3	-6	100	1	12	-3	4
> CCNC(=O)C1(C)CCCN(C(=O)Cc2ccc(OC)c(OC)c2)C1 (stereo unspecified)
→ -1	0.3	0	-0.2	.	88	-6	-1	-5	-2
> C=CCNC(=O)CCCc1ccccc1
→ 1	-1.1	-1	1.0	-2	98	-1	1	-6	1
> CCCCn1c(SCC(=O)NCCOC)nc2ccc(N3CCOCC3)cc2c1=O
→ 10	3.0	0	0.1	-3	94	5	6	.	0
